LDHA inh = LDHA (human) enzyme inhibition. activity change, % (values are at about 110 or 230 µM). P00338. purified LDHA, NADH/diaphorase-resazurin fluorescence; active compounds read low. 0.15% of 480,000 active; in the data active = activity change below about -30%; inconclusive = mostly about -25% to -30%;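 also: plate controls were DMSO wells for no effect and wells without enzyme for full effect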
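Human LDH5 at 2 nM final in Tris HCl pH 7.4 with 0.06 mM NADH and 0.2 mM pyruvate, reacted 5 minutes at room temperature. Remaining NADH coupled via diaphorase/resazurin; resorufin fluorescence read at 0 and 20 minutes, normalized to enzyme-free and DMSO wells.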
GRP78 ERSR act = ER stress response induction in glioma; 0.02% of 420,000 active; U87-MG GRP78 promoter luciferase reporter, 16 h; Potency, µM, without a hit: at the highest dose activation, hits mostly activators; also: potency is read from the fitted curve at half-maximal effect; series mostly up to about 76 µM; % of control where 0% means no effect; nearly all actives have a fitted effect of over 35% in size
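Stably transfected U87-MG glioma cells carrying a GRP78-based luciferase sensor; 16 h compound incubation. Luminescence end-point read 10 min after Bright-Glo addition at room temperature.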
Vif-APOBEC3G blk = Vif-A3G binding inhibition; 0.076% of 410,000 active; HeLa A3G-eYFP + Vif (tagged APOBEC3G with the HIV-1 protein that degrades it), YFP fluorescence, overnight; Potency, µM (titrated, usually from 46.1 µM), for inactives: at the highest dose activity, negative = active, most hits filed as inhibitors; Q9HC16;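 also: potency is read from the fitted curve at half-maximal effect; % is scaled to controls: 0 for no effect and ±100 for the full control effect; nearly all actives have a fitted effect of over 60% in size; hits raise eYFP signal because A3G escapes Vif-driven loss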
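Read-out is eYFP fluorescence (Ex 488/Em 500-530) from Vif-expressing HeLa A3G-eYFP cells; more signal means A3G escaped Vif-mediated degradation. Cells plated overnight, compound pinned in, incubated overnight at 37 deg C.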
RXFP1 agonist = activates the human relaxin receptor RXFP1. Q9HBX9. HEK293T-RXFP1 cAMP TR-FRET, 30 min; response scale: percent of porcine relaxin response, buffer zero. Potency, µM (top dose mostly 57.5 µM), for inactives: top-dose activation, most hits filed as activators. 0.3% of 370,000 active; also: potency is read from the fitted curve at half-maximal effect; % is scaled to controls: 0 for no effect and ±100 for the full control effect; nearly all actives have a fitted effect of over 60% in size; many of its hits are not listed in these tables
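HEK293 cells stably expressing RXFP1, treated 30 min at 37C with compounds plus PDE4 inhibitor Ro 20174; cAMP measured by HTRF TR-FRET. Normalized to buffer and 29 nM porcine relaxin; EC50 by Hill fit.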
D1 PAM = enhances dopamine response at the human D1 receptor; P21728; HEK293 TREx D1 cells, calcium flux, dopamine EC20 potentiation; potentiation, % at 10 µM; 0.036% of 360,000 active; AID 504651; in the data active = potentiation above about 30%; also: 0% is about no effect
Target sequence (P21728 whole entry, looked up): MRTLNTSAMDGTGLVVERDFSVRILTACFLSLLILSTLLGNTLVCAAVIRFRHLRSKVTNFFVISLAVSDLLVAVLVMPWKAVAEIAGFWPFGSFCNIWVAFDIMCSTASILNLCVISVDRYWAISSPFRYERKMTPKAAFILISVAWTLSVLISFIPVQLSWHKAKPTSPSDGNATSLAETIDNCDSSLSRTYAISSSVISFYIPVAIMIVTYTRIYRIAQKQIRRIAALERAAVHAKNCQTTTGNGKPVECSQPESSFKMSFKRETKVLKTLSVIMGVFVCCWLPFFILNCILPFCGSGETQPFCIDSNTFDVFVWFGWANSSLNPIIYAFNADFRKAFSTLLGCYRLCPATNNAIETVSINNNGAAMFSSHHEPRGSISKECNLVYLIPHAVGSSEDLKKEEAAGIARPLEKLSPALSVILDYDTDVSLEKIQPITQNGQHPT
D1 antagonist = human D1 dopamine receptor antagonism | activity change, negative = inhibition, % at 10 µM | HEK293 TREx D1 cells, calcium flux, dopamine EC80; active compounds read low | P21728 | 3.2% of 360,000 active; in the data active = activity change below about -30%; also: % is scaled to controls: 0 for no effect and ±100 for the full control effect
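Kinetic fluorescence of a calcium dye serves as the read-out. D1-expressing Hek293 Trex cells, induced overnight at 30 C, are exposed to compound for 180 s before an EC80 dopamine addition, then read 180 s further.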
Vif-A3F inh = blocks the Vif interaction with APOBEC3F | HeLa A3F-eYFP + Vif (tagged APOBEC3F with the HIV-1 protein that degrades it), YFP fluorescence increase | Potency, µM (top dose mostly 46.1 µM), for inactives: at the highest dose activity, negative = active | 0.2% of 390,000 active | AID 602313; also: potency is read from the fitted curve at half-maximal effect; % of control where 0% means no effect; nearly all actives have a fitted effect of over 65% in size
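Fluorescence increase (Ex 488/Em 500-530) after overnight compound treatment at 37 deg C flags inhibition of Vif-driven A3F-eYFP loss in stable HeLa A3F-eYFP/Vif cells seeded overnight beforehand.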
D2 PAM = positive allosteric modulators of human D2 dopamine receptor | HEK293 T-REx D2, calcium flux, EC20 dopamine potentiation | P14416 | AID 485347 | potentiation, % at 10 µM | 0.34% of 340,000 active;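 active = potentiation over 3 SD above the plate norm, cut at about 30% in these data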; also: 0% is about no effect
Target sequence (P14416 whole entry, looked up): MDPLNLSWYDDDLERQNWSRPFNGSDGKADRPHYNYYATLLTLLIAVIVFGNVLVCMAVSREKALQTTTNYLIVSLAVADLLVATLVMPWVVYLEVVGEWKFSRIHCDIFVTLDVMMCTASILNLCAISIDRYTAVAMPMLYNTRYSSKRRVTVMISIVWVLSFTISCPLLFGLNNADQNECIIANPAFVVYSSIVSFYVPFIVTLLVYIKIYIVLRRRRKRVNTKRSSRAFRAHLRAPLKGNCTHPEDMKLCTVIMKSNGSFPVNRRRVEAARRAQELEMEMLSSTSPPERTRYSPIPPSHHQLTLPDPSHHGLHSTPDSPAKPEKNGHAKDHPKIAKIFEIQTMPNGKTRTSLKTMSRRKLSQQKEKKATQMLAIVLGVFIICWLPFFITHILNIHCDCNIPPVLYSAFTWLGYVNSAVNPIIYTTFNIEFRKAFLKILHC
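Using a no-wash calcium dye in inducible, force-coupled HEK293 Trex cells expressing D2, we tracked fluorescence each second for 180 s after compound, then for 180 s after EC20 dopamine to detect augmented signalling.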
D1 agonist = human D1 receptor agonism | P21728 | HEK293 T-REx D1 cells, calcium flux, agonist mode | 1% of 360,000 active | activation, % at 2 µM; in the data active = activation above about 30%; also: 0% is about no effect
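Tetracycline-induced HEK293 TREx D1 cells, force-coupled to calcium signalling, were dye-loaded with a no-wash calcium kit. Compound was pin-added after a 10 s baseline. Fluorescence was read kinetically at 1 cycle/s for 180 s, with calcium rises flagged as agonism.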
An asterisk follows results filed as active; ? = inconclusive; · = not tested or not shown; & = joins results of further samples. Unless noted, calls follow the shape of the dose curve; as a rule, active = well fitted curve in the direction sought with a large enough effect; inconclusive = small, poorly fitted or top-dose-only effect, or another doubt; inactive = no such curve, though single readings can be large; an effect the other way counts as inactive or inconclusive. These rows are one share of the data; count on the stated rates, not on these rows.

SMILES	LDHA inh	GRP78 ERSR act	Vif-APOBEC3G blk	RXFP1 agonist	D1 PAM	D1 antagonist	Vif-A3F inh	D2 PAM	D1 agonist
CCN(C(=O)c1cc(Cl)ccc1Cl)C1CCS(=O)(=O)C1 (stereo not given)	-10.0	-6.5%	0.5%	3.9%	-1.1	-4.5	-24.7%	21.4	5.0
COC(=O)CCc1c(C)nn(-c2ccccc2)c1C	-0.7	6.6%	0.8%	-1.3%	0.4	-12.2	-8.4%	-3.0	3.2
Cc1c(NC(=O)CSCc2ccc(Br)cc2)c(=O)n(-c2ccccc2)n1C	-8.8	-4.0%	3.6%	2.1%	-1.7	14.0	-6.8%	-6.4	0.0
CCCN1C(=S)SC(C)(C)C1/[N+]([O-])=C/c1ccc(S(=O)(=O)NC)cc1 (stereo not given)	-6.6	-4.3%	1.4%	-0.5%	0.8	-14.3	0.7%	·	3.2
O=C(CN1C(=O)c2ccccc2C1=O)Nc1ccc(S(=O)(=O)NCC2CCCO2)cc1 (stereo not given)	-1.2	-2.9%	-0.4%	-1.1%	-3.0	26.2	-0.2%	6.5	-2.6
Cc1ccc(OCC(=O)Nc2c(C(=O)c3ccc(Cl)cc3)oc3ccccc23)cc1C	-7.8	-0.8%	1.8%	-2.2%	-3.2	-3.8	3.8%	13.4	-0.6
CCN1CCN(C(=S)Nc2ccccc2Cl)CC1	-3.0	-2.4%	2.9%	1.0%	-14.8	-1.9	-6.7%	-14.3	1.8
O=C(CSC(=S)N1CCOCC1)Nc1nc(=O)c2ccccc2s1	·	·	·	0.2%	-1.4	2.2	·	-7.9	1.0
COc1ccc(CC(=O)Nc2cccc(-c3csc(C)n3)c2)cc1	-2.7	-1.5%	-0.9%	-0.3%	-5.3	-1.3	·	-3.2	-0.4
O=C(COC(=O)/C=C/c1cccc(C(F)(F)F)c1)NC(=O)NCc1ccco1	-1.3	-6.8%	0.5%	·	·	·	1.3%	·	·
CC(=O)c1ccc(NC(=O)COC(=O)CC2CC3CCC2C3)cc1 (stereo not given)	1.7	-5.4%	1.8%	·	·	·	6.0%	·	·
O=C(NC1CC(=O)N(c2cccc(F)c2)C1)c1ccc(S(=O)(=O)N2CCCC2)cc1 (stereo not given)	-8.4	0.1%	-0.4%	-0.5%	0.2	·	5.6%	1.8	2.7
Cc1ccc(N=C2C(=S)N(c3ccc(C)cc3)C(=N)N2/N=C/c2ccc(Cl)cc2)cc1	-2.0	6.6%	1.2%	-2.4%	-11.2	-23.3	3.0%	-1.4	-1.4
CCOC(=O)C1=C(C)N(C)C(=O)NC1c1cccc2ccccc12 (stereo not given)	-5.0	-1.8%	-6.3%	-2.3%	3.5	16.4	-11.5%	9.3	1.3
COc1ccc2c(C)c(CCC(=O)NCc3ccccc3Cl)c(=O)oc2c1C	-22.1	-0.9%	2.9%	1.9%	-1.5	-12.8	-2.5%	9.9	6.6

Four of the compounds above, with values under each structure.
Every second line gives: LDHA inh	GRP78 ERSR act	Vif-APOBEC3G blk	RXFP1 agonist	D1 PAM	D1 antagonist	Vif-A3F inh	D2 PAM	D1 agonist
O=C(CSC(=S)N1CCOCC1)Nc1nc(=O)c2ccccc2s1
→ ·	·	·	0.2%	-1.4	2.2	·	-7.9	1.0
COc1ccc(CC(=O)Nc2cccc(-c3csc(C)n3)c2)cc1
→ -2.7	-1.5%	-0.9%	-0.3%	-5.3	-1.3	·	-3.2	-0.4
O=C(COC(=O)/C=C/c1cccc(C(F)(F)F)c1)NC(=O)NCc1ccco1
→ -1.3	-6.8%	0.5%	·	·	·	1.3%	·	·
CC(=O)c1ccc(NC(=O)COC(=O)CC2CC3CCC2C3)cc1 (stereo not given)
→ 1.7	-5.4%	1.8%	·	·	·	6.0%	·	·

Next entries.
SMILES	LDHA inh	GRP78 ERSR act	Vif-APOBEC3G blk	RXFP1 agonist	D1 PAM	D1 antagonist	Vif-A3F inh	D2 PAM	D1 agonist
Cc1ccc2c(c1)c1c(c(=O)n(Cc3ccccc3)c(=O)n1Cc1cccc(C(F)(F)F)c1)n2C	-7.8	1.0%	-4.2%	3.5%	-0.9	-4.0	-0.8%	0.3	2.0
Cc1nn(-c2ccccc2)nc1C(=O)Nc1ccc2c(c1)OCCO2	-0.3	-2.2%	-12.7%	2.5%	9.3	16.2	-1.3%	-10.4	1.8
Cc1ccc(-n2ncc(C(=O)NCCCN3CCN(C)CC3)c2C2CCN(C(=O)OC(C)(C)C)CC2)c(C)c1	-2.9	-0.7%	1.8%	-0.6%	-0.4	8.6	0.1%	0.8	1.0
COC(CNC(=O)c1ccc(CS(=O)(=O)c2ccccc2)o1)OC	-2.7	-0.3%	-3.6%	-3.9%	-5.0	4.2	-5.3%	3.2	3.1
COc1ccc(-c2cc3ccccc3oc2=O)cc1NC(=O)c1cccnc1	-5.6	7.1%	0.7%	-0.7%	1.6	4.2	-9.3%	14.9	-0.9
CC(C)NC(=O)N(C)C[C@H]1OCc2cnnn2CCCC(=O)N([C@H](C)CO)C[C@@H]1C	-1.9	-0.9%	-1.9%	·	·	·	-1.5%	·	·
CCOc1ccc(/C=N/NC(=O)c2[nH]ncc2Br)c(O)c1	-1.7	-6.3%	-6.6%	2.3%	-2.7	-10.1	8.3%	-2.8	6.0
C=C(C)C(=O)Nc1cccnc1Oc1ccc(F)cc1F	2.3	-4.3%	-6.6%	5.4%	1.5	26.3	10.0%	1.7	0.8
CCCc1ccc(S(=O)(=O)N2CCC(c3nnnn3-c3ccc(OC)cc3)CC2)cc1	-11.7	-1.6%	3.4%	-0.1%	3.4	-7.2	10.7%	15.9	0.2
CC1CCc2onc(C(=O)N3CCN(c4ccc(F)cc4)CC3)c2C1 (stereo not given)	-9.7	-4.6%	0.3%	-3.5%	-0.3	-13.6	0.2%	1.7	7.1
Cc1ccc2n(n1)c(=O)c(Cc1ccccc1)c([O-])[n+]2-c1ccccc1	-6.1	-1.9%	-2.5%	-0.2%	0.9	8.0	2.7%	7.2	2.3
COc1ccc(-n2c(Cc3cccn3C)nnc2SCC(=O)Nc2ccc(C(C)=O)cc2)cc1	0.8	-2.4%	-1.3%	-1.3%	-4.0	0.9	2.4%	17.7	2.5
Nc1nc(COc2ccc(F)cc2Cl)nc(N2CCCCC2)n1	0.8	-2.2%	-6.4%	-0.9%	-5.2	-30.7*	-29.7%	11.9	1.1
CCOc1cc(NC(=S)Nc2cccc(OC)c2)c(OCC)cc1NC(=O)C(C)C	7.3	2.0%	-1.7%	6.3%	1.6	21.5	2.7%	4.9	2.4
O=C(/C=C/c1cn(-c2ccccc2)nc1-c1cccnc1)c1ccco1	-4.6	-11.9%	?	3.2%	-5.2	-7.2	-21.4%	-3.3	0.2
O=C(Nc1ccc(Cl)cc1)c1nc[nH]c1C(=O)NCc1ccccc1	-8.6	1.4%	-1.0%	0.0%	-1.6	·	8.9%	9.8	1.4
Cc1ccc(C)c(S(=O)(=O)N2CCCOC2CNC(=O)C(=O)NC2CCCCC2)c1 (stereo not given)	-4.0	0.6%	1.0%	-1.2%	-6.3	4.3	-8.2%	3.6	1.8
Cc1ccc(S(=O)(=O)NCC(c2ccc3c(c2)OCO3)N2CCN(c3ccccc3)CC2)cc1 (stereo not given)	0.6	-6.0%	0.1%	0.1%	-8.2	-18.3	7.6%	-26.9	0.4
CCc1ccc(CN2CCCC(CNC(=O)c3cccc(OC)c3OC)C2)cc1 (stereo not given)	-0.2	-3.3%	0.1%	-1.5%	-15.0	6.8	-9.9%	-28.3	-0.5
CCn1cc(C(=O)N[C@H](C(=O)NCCCN2CCOCC2)C(C)C)c(=O)c2cc3c(cc21)OCO3	-4.2	-4.9%	3.0%	1.3%	-3.3	10.3	6.7%	-6.7	4.3
O=C(COC(=O)/C=C/c1ccc(F)cc1)Nc1nnc(-c2ccccc2)o1	-1.4	-4.4%	3.6%	-1.0%	-3.7	9.0	?	8.0	-0.8
Cc1ccc(CNC(=O)CSc2nnc(CNC(=O)c3ccccc3)o2)cc1	1.3	-4.7%	-5.4%	0.8%	-0.8	11.8	-11.7%	4.1	-0.9
CS(=O)(=O)n1nc(OC(=O)c2cccc3ccccc23)cc1N	-3.5	-10.2%	?	0.1%	-2.5	-12.4	5.8%	8.3	0.8
Cc1cc(=O)n2nc(N3CCC(C(=O)Nc4ccc(Br)cc4F)CC3)sc2n1	-13.9	-0.5%	6.5%	8.9%	-3.1	4.0	-7.3%	3.0	1.4
O=C(NC1CC1)c1cccc(NC(=O)C2CCCCC2)c1	-0.4	-1.1%	-0.1%	·	·	·	7.5%	·	·
COc1ccc(CC(=O)NCc2ccc3c(c2)CCN3C(=O)c2ccccc2)cc1OC	2.3	-5.1%	-5.3%	2.4%	-3.9	-5.2	-22.2%	3.1	-0.4
COCCn1c(C)cc(C2=NNC(=Nc3ccc(OC)cc3)SC2)c1C	-0.7	-1.5%	?	1.5%	-4.5	4.6	1.7%	-6.8	1.2
COCCn1c(SCC(=O)NC(=O)NC(C)(C)C)nc2ccccc21	1.3	-5.0%	3.4%	0.5%	-2.1	-11.0	-0.5%	1.6	-1.4
CC(C)(C)OC(=O)N1CCCN(C(=O)Nc2cccc(Cl)c2)CC1	-5.4	-4.5%	-0.8%	0.7%	-4.8	27.5	0.4%	6.6	0.1
CN1CCN(CC(=O)Nc2ccccc2C(F)(F)F)CC1	-21.6	-4.6%	2.6%	-1.5%	-2.4	21.7	6.1%	-5.9	-3.4
O=C(NNC(=S)NCC1CCCO1)c1ccc(S(=O)(=O)N2CCOCC2)cc1 (stereo not given)	-0.6	-3.3%	2.5%	-0.1%	2.6	0.4	-4.8%	-1.8	1.6
COc1cc(O)c(C(CC(=O)N2CCCCC2)c2ccc(N(C)C)cc2)c(OC)c1 (stereo not given)	0.2	-4.4%&3.9%	0.9%&-4.5%	-2.2%	1.2	36.6	0.3%	7.4	-0.7
CCOc1ccc(N(CC(=O)Nc2ccc(C)cc2)S(=O)(=O)c2c(C)[nH]c(=O)[nH]c2=O)cc1	-15.0	0.9%	-2.1%	5.8%	-4.1	7.7	5.6%	1.0	0.6

High-throughput results from PubChem.
